GlmU inhibition: inhibition of mycobacterial GlmU enzyme – biochemical, glucosamine-1-phosphate acetyltransferase (AID 1376); 220,000 tested, 0.25% active; M. tuberculosis GlmU acetyltransferase enzyme assay; higher % means a stronger effect; inhibition, %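 (tested at 30 µM in the primary screen)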; hits with a dose series show IC50 in µM; in the data active = inhibition above about 13%;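 also: 0% = complete reaction with vehicle and 100% = reaction without substrate; strong numbers were not always called active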
Mtb RmlCD inh: M. tuberculosis RmlC/RmlD coupled enzyme inhibitors, primary screen, biochemical, compound mixtures, 384-well, from 1536-well plates | 160,000 tested, 0.03% active | AID 1533, 2009 | RmlC+RmlD coupled enzyme assay, percent inhibition; primary screen in compound mixtures | inhibition, % at 3.6 µM; in the data active = inhibition mostly above about 34%, no sharp cut-off; also: some results filed as inactive read as strong as hits
Target sequence (P9WH09 whole entry, looked up): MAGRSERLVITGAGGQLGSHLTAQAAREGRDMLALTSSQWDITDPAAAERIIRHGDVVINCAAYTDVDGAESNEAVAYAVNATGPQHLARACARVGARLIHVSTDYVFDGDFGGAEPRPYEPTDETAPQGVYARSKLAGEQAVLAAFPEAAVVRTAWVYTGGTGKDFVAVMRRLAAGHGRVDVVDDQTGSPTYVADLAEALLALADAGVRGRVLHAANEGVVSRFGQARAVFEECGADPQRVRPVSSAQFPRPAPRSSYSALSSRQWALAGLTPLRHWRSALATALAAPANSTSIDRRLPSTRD
Target sequence (P9WH11 whole entry, looked up): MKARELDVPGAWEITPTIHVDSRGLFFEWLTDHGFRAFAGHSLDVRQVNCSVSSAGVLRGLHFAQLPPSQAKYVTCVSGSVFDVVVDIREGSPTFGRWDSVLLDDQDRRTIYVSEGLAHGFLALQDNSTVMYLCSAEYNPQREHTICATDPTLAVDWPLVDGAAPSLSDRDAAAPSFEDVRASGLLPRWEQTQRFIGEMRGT
* hit, by the source's call; · = not tested or not shown.

SMILES | GlmU inhibition | Mtb RmlCD inh
CC1CN(C(=O)c2ccccc2)C(=Nc2cccc(S(=O)(=O)N(C)C)c2)S1 (stereo unspecified) | -4.5% | 10
CCc1cc2c(=O)c(-c3nc4ccccc4n3C)coc2c(CN2CCN(C)CC2)c1O | -0.8% | ·
O=C1COc2ccc(NC(=O)N3CCN(c4ccc(F)cc4)CC3)cc2N1 | 0.9% | 1
CCS(=O)(=O)N1CCCC(C(=O)NCc2cccnc2)C1 (stereo unspecified) | 3.3% | 7
CCOc1cc(C(=O)N(C)Cc2cc3cc(OC)ccc3[nH]c2=O)cc(OCC)c1OCC | -0.6% | 0
COc1ccc(C2=CC3=C(Br)C(=O)C(C)(OC(=O)c4cccs4)C(=O)C3=CO2)cc1 (stereo unspecified) | 5.8% | ·
O=C(O)C1CCN(S(=O)(=O)c2ccc(Oc3ccccc3)cc2)CC1 | 2.4% | ·
CN(C)CCNc1ncnc2ccccc12 | -4.1% | ·
CC(C)(CO)NCc1ccccc1OCC(=O)Nc1ccccc1 | -6.0% | 11
CCN(CC)CCN1C(=O)C(=O)/C(=C(/O)c2ccccc2)C1c1ccccc1F (stereo unspecified) | -0.3% | 36
Cc1ccc(S(=O)(=O)N2CCOCC2)cc1NC(=O)COC(=O)c1cc(=O)c2ccccc2o1 | -0.3% | 3
CC(C)c1ccc(NC(=O)C2CCCCC2C(=O)O)cc1 (stereo unspecified) | 0.2% | -1

An excerpt from above in order of SMILES length, ascending.
SMILES | GlmU inhibition | Mtb RmlCD inh
CN(C)CCNc1ncnc2ccccc12 | -4.1% | ·
CC(C)(CO)NCc1ccccc1OCC(=O)Nc1ccccc1 | -6.0% | 11
O=C(O)C1CCN(S(=O)(=O)c2ccc(Oc3ccccc3)cc2)CC1 | 2.4% | ·
O=C1COc2ccc(NC(=O)N3CCN(c4ccc(F)cc4)CC3)cc2N1 | 0.9% | 1
CCN(CC)CCN1C(=O)C(=O)/C(=C(/O)c2ccccc2)C1c1ccccc1F (stereo unspecified) | -0.3% | 36
CC1CN(C(=O)c2ccccc2)C(=Nc2cccc(S(=O)(=O)N(C)C)c2)S1 (stereo unspecified) | -4.5% | 10
COc1ccc(C2=CC3=C(Br)C(=O)C(C)(OC(=O)c4cccs4)C(=O)C3=CO2)cc1 (stereo unspecified) | 5.8% | ·

(more compounds)
SMILES | GlmU inhibition | Mtb RmlCD inh
CC(C)N(C(=O)CSc1nnc(NC(=O)Cc2cccs2)s1)C(C)C | -4.8% | -8
O=C(Nc1ccc(S(=O)(=O)Nc2nccs2)cc1)c1cccc(S(=O)(=O)N2CCOCC2)c1 | 2.5% | -8
CCOC(=O)C1CCN(C(=O)CSc2ccc(Cl)cc2)CC1 | -6.0% | ·
CC(=O)N1CCc2cc3nc(C)cc(C)c3cc21 | · | 15
CC1=NN(C(=S)Nc2ccccc2)C(C)(C)C1 | 3.1% | 8
O=C1CC(c2ccc(S(=O)(=O)NCc3ccccc3)cc2)CN1 (stereo unspecified) | 3.3% | -2
CCCCn1nnnc1NCc1cccs1 | -3.8% | 7
CCCCNC(=O)CSc1nc2ccsc2c(=O)n1C1CCN(C(=O)OCC)CC1 | -0.9% | -7
Oc1ccccc1-c1nc(/C=C/c2ccccc2)nn1-c1ccccc1 | -5.8% | 13
CCOc1cc2c3c(c1)C1(C(=O)N3C(C)(C)CC2C)C(C#N)=C(N)N2C(=C1C#N)Nc1ccccc12 (stereo unspecified) | 1.5% | 4
O=C(CC(O)(C(F)(F)F)C(F)(F)F)Nc1ccc(Cl)c(Cl)c1 | 11% | ·
C/C=C/C=C/C(=O)N1CC[C@]23c4ccccc4N[C@H]4N(C)c5cccc6c5[C@]42CCN([C@H]6C2OC2(C)C)[C@H]13 (stereo partly specified) | -1.2% | ·
O=C(CN(Cc1cccs1)C(=O)CNS(=O)(=O)c1ccc(F)cc1)NCc1ccco1 | -0.9% | -9
COC(=O)[C@H](CCSC)NC(=O)Nc1cccc(C)c1C | 11% | 58
Cc1cccc(OCC(=O)NCC(=O)N/N=C/c2cccnc2)c1 | -2.2% | 36
CN(C)c1ccc(/C(=N\O)C(F)(F)F)cc1 | 6.6% | ·
NNC(=O)c1csc(COc2cc(Cl)cc(Cl)c2)n1 | -4.6% | 2
COc1ccccc1NC(=O)CC1COc2ccccc2O1 (stereo unspecified) | 2.7% | 8
CCN(CCO)C(=O)C12CCC(C)(C(=O)C1)C2(C)C (stereo unspecified) | 3.9% | ·
CCCCNC(=O)[C@@H]1CC=C[C@@H]2CCN(C3CC3)C(=O)[C@@H]21 | 0.3% | ·
CN(C)C(=O)CN(C)S(=O)(=O)c1ccc(Cl)cc1 | 3.1% | 13
CCn1c(C)c(C(C)=O)c(N2CCCCC2)nc1=S | -11% | ·
O=C(CNC(=O)c1ccccc1Cl)Nc1ccc(F)cc1 | 0.1% | -10
COCCOn1c(SCCOC)nc2ccccc2c1=O | 3.0% | 5
N#Cc1c(=O)c2nc(NCc3ccccc3)ncc2n2ccccc12 | 0.8% | 10
COc1ccc(C)cc1NC(=O)C1CC(=O)N(CCc2ccccc2)C1 (stereo unspecified) | 3.9% | -5
COc1cc(NC(=O)c2cccnc2Sc2ccc(Cl)cc2)cc(OC)c1OC | 0.9% | -13
COc1ccc(C(=O)COc2ccc(F)cc2)c(O)c1C | 7.4% | -13
COc1cc(CC(NC(C)=O)C(=O)NC2CCN(c3nc(C)cc(C)c3C#N)CC2)cc(OC)c1 (stereo unspecified) | · | -4
Cc1ccc2c(c1)C1CN(C)CCC1N2C(=O)c1cccs1 (stereo unspecified) | 1.4% | ·
CC1CN(C(=O)C(C)N2CCN(c3cccc(Cl)c3)CC2)CC(C)O1 (stereo unspecified) | 0.2% | 0
CC(C)N(c1ccccc1)c1ccc(NC(=O)C2CCCO2)cc1 (stereo unspecified) | 3.7% | ·
COc1ccc(OC)c(S(=O)(=O)N2CCC(C(=O)Nc3ccc(C)c(C)c3)CC2)c1 | 0.4% | 13
C=CCn1c(O)c(/C(C)=N/NC(=S)Nc2ccccc2)c(=O)[nH]c1=O | -1.3% | 11
O=C(NCC1CCCO1)C1CCC(=O)N1Cc1ccccc1Cl (stereo unspecified) | 2.7% | -7
CC(=O)NCC(=O)OCC(=O)c1ccc(C)c(C)c1 | -3.6% | 1
O=C1c2cccc3c(N4CCCCC4)ccc(c23)C(=O)N1c1ccccn1 | 2.4% | ·
COc1cc(OC)c(-c2nc3ccccc3s2)cc1OC | 0.3% | 2
COc1ccc(-c2nc3n(c(=O)c2C#N)CCS3)cc1 | -3.5% | ·
COC(=O)Sc1nc(N2CCOCC2)c2c(c1C#N)CC(C)(C)OC2 | 1.1% | ·
Cn1c(=O)c2cn(-c3ccccc3)cc2n(C)c1=O | 4.6% | ·
COc1ccc(NC(=O)C2CCCN2C(=O)Nc2cccc(F)c2)cc1 (stereo unspecified) | 0.4% | ·
COc1cccc(OC)c1CN(C)C(=O)c1cnccc1C(F)(F)F | 3.6% | ·
Cc1ccc(S(=O)(=O)Nc2cc(C(=O)NCCN3CCCC3)ccc2N2CCCCC2)cc1 | -6.5% | 10
COc1ccccc1N1CSC2=C(C#N)C(c3ccc(SC)cc3)CC(=O)N2C1 (stereo unspecified) | 2.8% | 10
S=C(N/N=C/c1ccccc1Cl)Nc1cccc(Cl)c1Cl | 0.8% | 12
COc1cccc(NC(=O)CSc2nnc(-c3cccc(OC(C)C)c3)n2N)c1 | -1.2% | 5
Cc1ccccc1C(=O)Nc1nnc(CC(=O)N/N=C/c2cn(Cc3ccccc3)c3ccccc23)s1 | 1.1% | 10
Cc1ccc(CNC(=O)CN2C(=O)C3(OCCCO3)c3ccccc32)cc1 | 0.9% | ·
CN1CCN(c2ccccc2NS(=O)(=O)c2ccc3c(c2)CCN3C(=O)C2CCC2)CC1 | -3.1% | ·
O=C(c1cc2ccccc2oc1=O)N(Cc1ccccc1)CC1CCCO1 (stereo unspecified) | -1.8% | ·
Cn1cc2cc(NC(N)=S)ccc2n1 | 0.3% | -8
CC(=O)c1c(C)[nH]c(C(=O)CSc2nc3ccccc3n2C)c1C | -3.1% | -6
S=C(NNc1ccnc2cc(Cl)ccc12)Nc1ccccc1Cl | 3.5% | 12
COc1ccccc1N=Nc1c(O)[nH]c(=S)[nH]c1=O | 2.6% | ·
CC(C)OCC(O)CS(=O)(=O)Cc1ccccc1 (stereo unspecified) | -4.3% | 11
CC(=O)c1c(C)oc2ccc(O)c(CN3CCOCC3)c12 | -2.7% | ·
C=CCn1c(SCC(=O)/C(C#N)=C(\C)N)nc2sc(CC)cc2c1=O | 2.4% | ·
O=C(/C=C/c1ccccc1[N+](=O)[O-])N1CCN(C(=O)c2ccco2)CC1 | -4.7% | 52
O=C(NCc1ccco1)c1ccc(N2CCCC2=O)cc1 | 5.9% | 11
Later entries.
SMILES | GlmU inhibition | Mtb RmlCD inh
O=C(CCl)c1ccc(Cc2ncc(C(F)(F)F)cc2Cl)s1 | 1.2% | ·
COc1ccc(-c2nc(SCC(=O)Nc3cc(C)on3)n[nH]2)cc1 | 4.0% | ·
CCN=C1SC(C(=O)Nc2cccc(Cl)c2)CC(=O)N1CC (stereo unspecified) | 1.2% | -6
CCOC(=O)N1CCN(C(=O)CN(C2CCCCC2)S(C)(=O)=O)CC1 | -1.2% | ·
C=CCn1c(SCc2nc3ccccc3[nH]2)nnc1-c1ccc(OC)cc1 | -1.1% | -4
CCn1nnnc1SCC(=O)Nc1sc(C)c(C)c1C#N | 1.0% | ·
COC(=O)c1ccc(NCC(=O)Nc2cc(C)cc(C)c2)cc1 | -3.4% | 9
N#C/C(=C\Nc1ccc2cn[nH]c2c1)c1nc(-c2ccc(Cl)cc2)cs1 | 1.5% | -7
C=CCSc1ncccc1C(=O)O | 2.3% | -7
COc1ccc(C)cc1S(=O)(=O)n1nc(C)cc1C | 2.7% | 13
CCOC(=O)c1cnn(CCOC(=O)c2cccs2)c1NC(=O)c1cccs1 | 0.9% | ·
O=C(COC(=O)c1oc2ccccc2c1CSc1ccc(Cl)cc1)NC1CCCC1 | -6.6% | 7
CSc1sc(C(=O)NCC2CC2)c(-c2cccs2)c1C#N | -4.2% | 31
COC(=O)c1ccc(NC(=O)C2CCCN(S(C)(=O)=O)C2)cc1 (stereo unspecified) | -7.0% | -5
CCOC(=O)N1CCC(N2CC34C=CC(O3)C(C(=O)O)C4C2=O)CC1 (stereo unspecified) | 6.8% | 12
CCOC(=O)C(NC(=O)NCc1ccccc1OC)(OCC)C(F)(F)F (stereo unspecified) | -5.9% | ·
O=c1[nH]c2cc3c(cc2cc1CN(CC1CCCO1)S(=O)(=O)c1ccc(Cl)cc1)OCCO3 (stereo unspecified) | -0.3% | ·
Cc1ccc(C)c(Nc2nc(N)c3ccccc3n2)c1 | -4.4% | 5
Cc1ccccc1N/C(SCc1ccc(Cl)cc1)=C(/C#N)C(=O)NCc1ccco1 | -1.5% | 5
CCC(C)NC(=O)CCC(=O)Nc1ccc2nc(N3CC(C)CC(C)C3)cc(C)c2c1 (stereo unspecified) | -1.1% | -9
O=C(CCCC(=O)N(CC(=O)NC1CCCC1)Cc1ccccc1Cl)Nc1ccccn1 | -6.1% | 7
CC(C)C1Cc2c(sc3c2c(=O)n(-c2ccccc2)c2n[nH]c(=S)n32)CO1 (stereo unspecified) | 4.7% | -9
COc1ccc(/C(N)=C/C(=O)C(C)(C)C)cc1 | -5.5% | ·
COc1ccccc1/C=N/NC(=O)c1ccc(-c2ccccc2)cc1 | -2.0% | ·

Random excerpt: 3 compounds from above, in no set order.
SMILES | GlmU inhibition | Mtb RmlCD inh
O=c1[nH]c2cc3c(cc2cc1CN(CC1CCCO1)S(=O)(=O)c1ccc(Cl)cc1)OCCO3 (stereo unspecified) | -0.3% | ·
Cc1ccccc1N/C(SCc1ccc(Cl)cc1)=C(/C#N)C(=O)NCc1ccco1 | -1.5% | 5
COC(=O)c1ccc(NC(=O)C2CCCN(S(C)(=O)=O)C2)cc1 (stereo unspecified) | -7.0% | -5

In another format: entries from further up
The line under a structure holds: GlmU inhibition	Mtb RmlCD inh
CCOC(=O)C(NC(=O)NCc1ccccc1OC)(OCC)C(F)(F)F (stereo unspecified)
  -5.9%	·
CC(C)C1Cc2c(sc3c2c(=O)n(-c2ccccc2)c2n[nH]c(=S)n32)CO1 (stereo unspecified)
  4.7%	-9
Cc1ccccc1N/C(SCc1ccc(Cl)cc1)=C(/C#N)C(=O)NCc1ccco1
  -1.5%	5
COc1ccccc1/C=N/NC(=O)c1ccc(-c2ccccc2)cc1
  -2.0%	·

Next results follow:
SMILES | GlmU inhibition | Mtb RmlCD inh
CC(=O)[C@H]1[C@H](CCc2ccccc2)NC(=O)N(Cc2ccccc2)[C@@H]1C | 1.2% | ·
CC1c2ccsc2CCN1C(=O)NC(=O)c1ccc(Cl)cc1 (stereo unspecified) | · | -6
Cc1cc(C)c2nc(N3CCCC(C(=O)NCCCN4CCOCC4)C3)sc2c1 (stereo unspecified) | 1.5% | ·
CC(NC(=O)C(=O)NN=C1CCC(C(C)(C)C)CC1)c1ccccc1 (stereo unspecified) | 7.1% | ·
CCC(=O)NC(c1cccs1)c1cc(Cl)c2cccnc2c1O (stereo unspecified) | -2.2% | 7
Cc1ccc(NC(=O)CCC(=O)O)cc1F | 4.4% | -7
Cc1cccc(NC2=C(NCCO)C(=O)c3ccccc3C2=O)c1 | -5.2% | 4
COc1ccc(OC)c(C2NC(=O)c3sc(=S)n(-c4ccccc4)c3N2)c1 (stereo unspecified) | 1.0% | -12
O=C(CSc1ccc(-c2ccccc2)nn1)N1CCCc2ccccc21 | 0.2% | 9
N#Cc1cccc(C(c2nnnn2Cc2ccccc2)N2CCCC2)c1 (stereo unspecified) | 2.0% | 0
COc1ccccc1-c1ccc(SCC(=O)NCc2ccc3c(c2)OCO3)nn1 | -4.3% | 22
COc1cccc(NC(=S)N(CCN(C)C)Cc2cccs2)c1 | 4.6% | 27
O=C(CCCCCn1c(=S)[nH]c2ccc(Br)cc2c1=O)NCC1CCCO1 (stereo unspecified) | -1.1% | -9
CCOC(=O)C1CCCN(c2c(N3CCOCC3)c(=O)c2=O)C1 (stereo unspecified) | 0.9% | ·
COCCNC(=O)C(OC(=O)C1=Cc2ccccc2OC1)C(C)C (stereo unspecified) | 0.6% | 8

A portion of the library. The share of hits here may be higher or lower than overall.
